Assay outcomes deposited in PubChem by Sanford-Burnham Center for Chemical Genomics.
ATG4B inh = ATG4B (human) cysteine protease inhibition | Q9Y4P1 | hit rate 0.51% among 340,000 | AID 504462 | inhibition, % at 8.33 µM | ATG4B cleavage of LC3-PLA2, NBD-HPC fluorescence, 1 h; in the data active means inhibition above about 40%
MPTP block = blocks calcium-induced mitochondrial swelling. isolated mouse mitochondria, Ca2+ swelling absorbance, 30 min. inhibition, % at 10 µM. AID 602449. hit rate 1.4% among 360,000;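 active means inhibition of 50% or more, scaled per plate between neutral and stimulator controls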;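 further: 0% = DMSO wells given calcium and 100% = 1 mM EGTA wells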
SENP6 block = SENP6 protease inhibition; Recombinant SENP6 catalytic domain, aminoluciferin luminescence; Q9GZR1; inhibition, % at 10 µM; hit rate 1.8% among 330,000;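 active means inhibition above about 50% at the single tested dose, limit read from the data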;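 further: plate controls were DMSO wells with enzyme for no effect and DMSO wells lacking enzyme for full effect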
Target sequence (Q9GZR1 628-1112 limits assumed): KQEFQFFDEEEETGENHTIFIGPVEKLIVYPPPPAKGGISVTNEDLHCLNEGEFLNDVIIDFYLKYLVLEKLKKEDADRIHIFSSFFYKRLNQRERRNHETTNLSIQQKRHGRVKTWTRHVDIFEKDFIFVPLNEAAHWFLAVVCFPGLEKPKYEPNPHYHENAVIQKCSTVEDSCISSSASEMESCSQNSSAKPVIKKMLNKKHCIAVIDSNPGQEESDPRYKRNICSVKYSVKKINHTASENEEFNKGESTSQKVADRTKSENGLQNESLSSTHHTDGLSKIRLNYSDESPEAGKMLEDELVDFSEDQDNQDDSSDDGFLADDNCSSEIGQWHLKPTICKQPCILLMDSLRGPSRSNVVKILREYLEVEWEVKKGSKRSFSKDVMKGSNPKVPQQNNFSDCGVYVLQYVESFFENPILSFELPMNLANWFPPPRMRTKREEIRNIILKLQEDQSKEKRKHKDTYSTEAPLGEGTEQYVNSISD
SENP8 inh = inhibitors of human SENP8 protease | recombinant SENP8, Nedd8 substrate fluorescence | AID 602440 | inhibition, % at 20 µM | Q96LD8 | hit rate 0.64% among 360,000; in the data active means inhibition mostly above about 40%, no sharp cut-off; inactive means mostly below about 27%
Target sequence (Q96LD8 whole entry, looked up): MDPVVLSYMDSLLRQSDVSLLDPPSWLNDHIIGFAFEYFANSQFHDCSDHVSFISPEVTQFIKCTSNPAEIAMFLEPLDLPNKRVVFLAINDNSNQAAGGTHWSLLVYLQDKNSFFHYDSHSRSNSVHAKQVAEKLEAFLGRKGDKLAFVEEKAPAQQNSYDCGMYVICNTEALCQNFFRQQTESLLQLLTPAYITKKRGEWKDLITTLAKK
PfG6PD inh = PfG6PD (Plasmodium falciparum) enzyme inhibition; PfGluPho enzyme, NADPH resazurin-diaphorase fluorescence; inhibition, % at 20 µM; hit rate 0.78% among 350,000; AID 504690;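 active means inhibition reaching at least a set limit at 20 µM in the primary screen, cut at about 59% in these data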;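 further: 0% = DMSO wells with substrate and 100% = DMSO wells lacking glucose-6-phosphate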
HKDC1 inh = inhibitors of human hexokinase HKDC1; Q2TB90; recombinant HKDC1, G6PDH/diaphorase resazurin coupled fluorescence; inhibition, % at 20 µM; hit rate 0.16% among 340,000; AID 493160;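 active means inhibition above about 35% when tested at 20 µM, limit read from the data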;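 further: plate controls were DMSO wells with enzyme for no effect and DMSO wells lacking enzyme for full effect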
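Test system: Recombinant HKDC1 (HK5) hexokinase enzyme, produced in-house | Input: HKDC1 at 5 µg/mL | Buffer or medium: Tris pH 8.0 buffer with MgCl2, Tween-20, BSA, BME | Schedule: 90 min reaction incubation at room temperature, dark | Technique: Resazurin-to-resorufin fluorescence via G6PDH and diaphorase coupling, 525/613 nm | Controls: DMSO wells with and without enzyme mix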
NR3A LBD binder = NR3A (human) ligand-binding domain modulation; NR3A LBD differential scanning fluorimetry, Tm shift; 0% = protein alone, 100% = glycine-bound protein; AID 1259313; hit rate 2.5% among 340,000; Tm shift relative to glycine control, % at 25 µM;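 active means melting temperature shift of at least 10% of the positive control shift, at one fixed dose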
SENP7 inh = SENP7 protease inhibition; Q9BQF6; recombinant SENP7, Z-RLRGG-aminoluciferin luminescence, 40 min; inhibition, % at 5 µM; hit rate 1.5% among 330,000; AID 434973;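 active means inhibition above about 50% at the single test dose, limit read from the data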;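 further: plate controls were DMSO with enzyme for no effect and no enzyme buffer wells for full effect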
Target sequence (Q9BQF6 706-1050 limits assumed): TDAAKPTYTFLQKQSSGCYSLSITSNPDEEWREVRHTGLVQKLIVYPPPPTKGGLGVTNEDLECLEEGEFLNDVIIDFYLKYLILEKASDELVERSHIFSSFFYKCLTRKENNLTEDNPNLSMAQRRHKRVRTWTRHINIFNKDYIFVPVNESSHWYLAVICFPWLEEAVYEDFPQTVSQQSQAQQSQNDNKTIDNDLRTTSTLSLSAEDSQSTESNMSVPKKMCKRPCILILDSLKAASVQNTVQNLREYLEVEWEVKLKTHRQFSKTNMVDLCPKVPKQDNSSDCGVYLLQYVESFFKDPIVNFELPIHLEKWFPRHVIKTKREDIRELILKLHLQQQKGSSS
The depositor's hits bear a star; i = inactive; · = not tested or not shown; & = joins results of further samples.

SMILES	ATG4B inh	MPTP block	SENP6 block	SENP8 inh	PfG6PD inh	HKDC1 inh	NR3A LBD binder	SENP7 inh
COC(=O)C(O)(c1ccc(NC(=O)NC2CCCCC2)cc1)C(F)(F)F (stereo not drawn)	3.9	-0.5	1.2	20.1	12.0	-7.7	-0.1	1.9
Cc1ccc(/C=C2\C(=O)NC(=O)N(Cc3ccccc3Cl)C2=O)o1	5.4	10.9	13.3	8.6	25.9	4.3	0.6	2.0
COc1cc(C2c3cc(O)c(OC)cc3CC3C(=O)OCC32)ccc1O (stereo not drawn)	-4.4	2.1	·	43.9*	-3.7	-4.8	-1.1	·
O=C1/C(=C\c2ccc3c(c2)OCO3)N2CCC1CC2	-9.5	-0.8	-25.3	13.7	-18.9	7.8	2.2	-13.0
COc1ccc2[nH]c(C)c(CCNCc3cc(OC)c4c(c3)OCO4)c2c1	-7.7	0.8	-1.9	-64.7	5.5	0.4	-1.6	3.9
c1cc2c(cc1CN1CCNCC1)OCO2	-1.0	0.0	5.1	22.5	11.3	-7.5	0.1	6.1
CCN(CC)c1ccc([N+](=O)[O-])c2cccnc12	-7.0	0.8	15.3	36.3	20.5	2.8	-0.8	0.9
O=[N+]([O-])c1ccc2c(c1)Cc1cc(O)ccc1-2	-19.0	1.4	·	-18.9	24.2	-2.0	13.7*	·
Cc1ccc(N)cc1C	5.0	-1.7	·	5.2	7.5	-2.6	-1.4	·
Cc1ccc(N=Cc2c(O)n(C)c(=O)n(C)c2=O)cc1	-4.9	-0.3	15.4	-86.6	8.4	-2.0	-1.0	15.4
COc1cccc(O)c1CN1CCCC(C(=O)c2sccc2C)C1 (stereo not drawn)	4.9	-2.5	-6.7	9.4	-5.0	-2.9	-0.7	-1.1
COC(=O)C1=C(c2cccc(OCc3ccccc3)c2)C[C@@H]2CC[C@H]1N2C(=O)NCCOc1ccccc1	2.6	-1.6	-3.8	11.8	9.2	5.2	-1.1	-5.4
Cc1ccc2[nH]c3c(c2c1)CN(C(=O)CN1C[C@H]2C[C@@H](C1)c1cccc(=O)n1C2)CC3	-7.7	-1.4	8.1	27.0	20.5	9.5	-2.4	3.5
COc1ccccc1-n1c(/C=C/c2ccc(O)cc2)nc2ccccc2c1=O	-3.4	-0.3	47.8	-272.2	46.9	-0.5	-9.7	-12.5
Cc1cc(C(=O)CS(=O)(=O)c2ccc(F)cc2)cc(C)c1OC(=O)N(C)C	-6.5	2.9	37.4	5.8	2.0	-4.5	-0.6	12.8
Oc1ccc2c3c1O[C@H]1[C@@H](O)CC[C@@]4(O)[C@@H](C2)N(CC2CCC2)CC[C@]314	1.4&-8.7	-1.3&-0.8	-12.0&5.1	-4.8&8.2	0.3&5.1	-2.0&-2.9	0.6&0.3	-4.4&3.4
O=c1c2ccccc2nc(-c2ccccc2)n1-c1ccccn1	-32.4	0.9	-7.6	13.1	7.6	-5.8	2.6	-11.2
O=C1NC(=S)NC(=O)C1=Cc1ccc2c(c1)CCN2CCCCl	5.3	60.3*	-57.1	-87.1	13.2	59.0*	0.9	-4.2
Cc1cc(N(CCCl)CCCl)ccc1C=NNC(=O)Cc1cc(=O)oc2cc(O)ccc12	3.6	1.3	·	i	-5.5	4.4	11.1*	·
CC(C)(C)C(=O)O[C@H]1CC[C@@]2(C)C(=CC(=O)C3C2CC[C@]2(C)C(=O)CCC32)C1 (stereo partly drawn)	-4.2	0.4	-15.1	0.9	-6.9	-5.8	-3.0	4.4
Cc1cc([N+](=O)[O-])c2ccccc2[n+]1[O-]	-8.6	1.4	2.6	-41.7	48.4	8.7	-0.2	1.4
OCC[n+]1c2ccccc2nc2ccc(N3CCOCC3)cc21	-2.7	7.7	52.4*	30.7	-4.4	0.4	-0.3	21.9
O=C1CN(C(=O)CN2CCCCC2)C(c2ccccc2)c2cc(Br)ccc2N1 (stereo not drawn)	-2.5	-2.3	-23.4	16.0	-7.1	-2.2	0.3	1.1
CCn1c(O)c(C=Nc2ccc(S(N)(=O)=O)cc2)c(=O)n(CC)c1=S	-0.3	3.4	5.1	22.8	-2.1	13.8	-5.2	7.4
Cc1ccc(C(=O)C2(C)N(O)C(C)C(c3cccs3)=[N+]2[O-])cc1 (stereo not drawn)	2.5	-0.2	-3.8	14.5	-11.0	-7.2	-1.1	3.2

Look-ups from above:
Value of c1cc2c(cc1CN1CCNCC1)OCO2 under SENP6 block: 5.1
Value of COc1cc(C2c3cc(O)c(OC)cc3CC3C(=O)OCC32)ccc1O (stereo not drawn) under PfG6PD inh: -3.7

Shown with bars between the fields: entries from further up.
Molecule | ATG4B inh | MPTP block | SENP6 block | SENP8 inh | PfG6PD inh | HKDC1 inh | NR3A LBD binder | SENP7 inh
COc1cc(C2c3cc(O)c(OC)cc3CC3C(=O)OCC32)ccc1O (stereo not drawn) | -4.4 | 2.1 | · | 43.9* | -3.7 | -4.8 | -1.1 | ·
CC(C)(C)C(=O)O[C@H]1CC[C@@]2(C)C(=CC(=O)C3C2CC[C@]2(C)C(=O)CCC32)C1 (stereo partly drawn) | -4.2 | 0.4 | -15.1 | 0.9 | -6.9 | -5.8 | -3.0 | 4.4
CCN(CC)c1ccc([N+](=O)[O-])c2cccnc12 | -7.0 | 0.8 | 15.3 | 36.3 | 20.5 | 2.8 | -0.8 | 0.9
COC(=O)C(O)(c1ccc(NC(=O)NC2CCCCC2)cc1)C(F)(F)F (stereo not drawn) | 3.9 | -0.5 | 1.2 | 20.1 | 12.0 | -7.7 | -0.1 | 1.9

Following part.
SMILES	ATG4B inh	MPTP block	SENP6 block	SENP8 inh	PfG6PD inh	HKDC1 inh	NR3A LBD binder	SENP7 inh
CCCC(=O)NC1=C(N2CC2)C(=O)C(NC(=O)CCC)=C(N2CC2)C1=O	1.1	-0.2	·	66.0*	81.2*	9.9	-1.9	·
CC1(C)C(C(=O)NN2C(=O)c3ccccc3C2=O)C1(C)C	-3.7	10.9	-26.6	17.8	-1.3	-5.5	0.2	-6.7
C=CCn1c(O)c(C(CC)=Nc2ccc(NC(C)=O)cc2)c(=O)[nH]c1=O	-10.8	-1.7	9.4	8.9	-8.6	-1.3	-0.1	10.5
CCSP1(=S)N=C(N2CCOCC2)C(C#N)=C2CCCN21 (stereo not drawn)	3.2	-0.7	-6.4	9.2	1.7	1.0	-0.4	2.5
COc1cc(Cn2c(N)c(C(=O)NCc3ccco3)c3nc4ccccc4nc32)cc(OC)c1OC	-5.0	0.5	83.6*	-121.8	18.2	20.1	-6.0	80.7*
O=P(c1ccccc1)(c1nc2ccccc2s1)N1CCOCC1 (stereo not drawn)	2.1	-1.6	-0.2	31.7	5.9	2.1	-0.8	3.7
COc1ccc(CN2C(=O)CC(=O)NC2=O)cc1	-2.7	2.4	-18.4	14.6	-9.7	-7.0	-0.3	6.6
C=CCN1C(=O)/C(=C/c2cc(C)n(-c3ccccn3)c2C)C(=O)NC1=S	8.4	-23.3	3.9	11.6	6.4	-11.4	-0.5	3.2
Cc1cccc2c1=NC(=O)/C(=C/c1c(O)[nH]c(=O)[nH]c1=O)C=2	1.9	1.4	3.0	-18.3	22.9	-8.4	-2.7	6.3
Cc1nn(Cc2ccccc2)c(C)c1C=C1C(=O)NC(=S)NC1=O	-3.6	17.6	3.1	13.8	-1.6	-8.8	-12.9	3.3
COc1ccc(Br)cc1CN1CCN(CCO)CC1	6.4	-0.5	6.7	15.4	-6.5	5.5	-0.8	-6.4
Cc1cc(C)n2nc(SC(C)C(=O)N3CCC4(CC3)OCCO4)nc2n1 (stereo not drawn)	10.7	-0.8	-10.2	22.3	5.2	10.7	0.6	1.0
CN1CCN(Cc2c(F)cccc2Cl)CC1	11.0	1.7	-3.2	9.7	-23.3	-0.5	-0.3	8.9
COc1ccccc1-n1c(-c2ccccc2Br)nc2ccccc2c1=O	1.9	0.6	-16.0	8.1	16.7	-5.6	-2.4	1.3
Cc1ccc(NC(=O)CSc2nnc([C@@H](N)Cc3c[nH]c4ccccc34)o2)c(C)c1	-11.4	4.3	0.6	5.8	12.2	1.5	3.1	3.2
CCN(CC)C(=O)Cn1cc(/C=C2\C(=O)NC(=O)N(c3ccccc3F)C2=O)c2ccccc21	9.6	0.9	-2.1	1.8	20.8	3.5	-0.3	-7.5
CCc1c(C)nc(N)nc1N1N=C1SCCOc1ccccc1	-1.3	-1.8	-14.2	8.6	-12.0	2.5	-2.0	2.9
C=C1C(=O)O[C@@H]2C[C@@H](C)[C@@H]3C=CC(=O)[C@@]3(C)[C@@H](OC(=O)CC(=O)O[C@H]3[C@@H]4C(=C)C(=O)O[C@@H]4C[C@@H](C)[C@@H]4C=CC(=O)[C@]43C)[C@H]12	19.6	-1.7	7.5	1.0	68.2*	16.2	-2.5	-2.0
COc1ccc(OC)c(C(c2c(O)c3ccccc3oc2=O)c2c(C)n(C)n(-c3ccccc3)c2=O)c1 (stereo not drawn)	-10.1	1.6	-14.0	-22.2	-48.8	-7.0	1.7	-6.2
O=c1c2ccccc2nc(Cc2ccccc2)n1-c1ccccc1	-1.4	0.6	35.6	7.3	-12.2	1.6	-0.3	9.7
CC(C)OP(=O)(OC(C)C)C(O)c1ccccc1F (stereo not drawn)	5.0	4.7	-19.7	9.1	2.9	13.2	1.9	-2.9
COC(=O)C1=C(N)OC(C)=C(C(C)=O)C12C(=O)N(C)c1ccccc12 (stereo not drawn)	15.1	-2.5	-15.5	20.6	-3.5	1.0	0.3	-11.3
Cc1[nH]nc2ccc(-c3cncc(OC[C@@H](N)Cc4c[nH]c5ccccc45)c3)cc12	6.4	6.2	·	0.2	20.4	10.1	-23.7	·
Fc1cccc(C2NCCc3[nH]cnc32)c1 (stereo not drawn)	6.0	0.9	-13.8	16.4	18.0	-12.8	-0.3	-3.6
O=C1NC(=S)NC(=O)C1=Cc1ccc(Br)s1	0.2	4.7	-1.3	23.1	64.8*	5.9	-2.9	13.3
CN(C)CCN(CC1CCCN(Cc2ccccc2F)C1)C(=O)Cc1ccccc1F (stereo not drawn)	3.4	0.2	·	29.8	-3.8	-6.3	-1.2	·
CN(C)c1ccc(C2C3C=CC(C3)C2(C#N)C(=O)O)c(Br)c1 (stereo not drawn)	-5.9	0.5	-18.3	4.5	-13.9	-5.4	1.3	0.1
CC(NCc1ccc(Cl)cc1)C(O)c1ccccc1 (stereo not drawn)	-13.1	1.5	-4.2	2.9	-6.2	-5.5	-0.4	1.1
CCOP(=O)(C#CC(C)(C)C)C(C)(O)c1ccccc1 (stereo not drawn)	-4.0	-2.1	-7.4	10.0	3.6	-6.4	-0.9	-4.5

Part of the list above, with each value named.
Cc1nn(Cc2ccccc2)c(C)c1C=C1C(=O)NC(=S)NC1=O
- ATG4B inh: -3.6
- MPTP block: 17.6
- SENP6 block: 3.1
- SENP8 inh: 13.8
- PfG6PD inh: -1.6
- HKDC1 inh: -8.8
- NR3A LBD binder: -12.9
- SENP7 inh: 3.3
COc1ccc(Br)cc1CN1CCN(CCO)CC1
- ATG4B inh: 6.4
- MPTP block: -0.5
- SENP6 block: 6.7
- SENP8 inh: 15.4
- PfG6PD inh: -6.5
- HKDC1 inh: 5.5
- NR3A LBD binder: -0.8
- SENP7 inh: -6.4

Compound profiles (already shown).
COc1ccc(OC)c(C(c2c(O)c3ccccc3oc2=O)c2c(C)n(C)n(-c3ccccc3)c2=O)c1 (stereo not drawn) in the list: ATG4B inh = -10.1; MPTP block = 1.6; SENP6 block = -14.0; SENP8 inh = -22.2; PfG6PD inh = -48.8; HKDC1 inh = -7.0; NR3A LBD binder = 1.7; SENP7 inh = -6.2
COc1ccccc1-n1c(/C=C/c2ccc(O)cc2)nc2ccccc2c1=O in the list: ATG4B inh = -3.4; MPTP block = -0.3; SENP6 block = 47.8; SENP8 inh = -272.2; PfG6PD inh = 46.9; HKDC1 inh = -0.5; NR3A LBD binder = -9.7; SENP7 inh = -12.5
O=[N+]([O-])c1ccc2c(c1)Cc1cc(O)ccc1-2 in the list: ATG4B inh = -19.0; MPTP block = 1.4; SENP6 block = ·; SENP8 inh = -18.9; PfG6PD inh = 24.2; HKDC1 inh = -2.0; NR3A LBD binder = 13.7*; SENP7 inh = ·

This is a subset, so the mix of outcomes need not match the whole.
